# Compound activity as filed in PubChem BioAssay.
# Pf Dd2 inh = inhibitors of Plasmodium falciparum Dd2 growth. P. falciparum Dd2 growth, SYBR Green, 72 h; hits give low values. activity change, % at 10 µM. 94,000 tested, 2.3% active; in the data active means activity change below about -80%; inconclusive means no clear call, values can overlap the other calls
# C diff HTS = inhibitors of Clostridium difficile growth. growth activity, negative = inhibition, % at 16 µg/mL (by protocol). Clostridium difficile clinical isolate growth, OD600, 24 h; hits give low values. 86,000 tested, 0.25% active;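 active means mean growth activity at or below -80% and every replicate also at or below -80%; inconclusive means mean at or below -80% but some replicate above -80%; inactive means mean growth activity above -80%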;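 further: 0% = DMSO wells and -100% = levofloxacin 16 µg/mL wells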
# KDM4C inh = KDM4C (human) demethylase inhibition | inhibition, % at 12.5 µM | AID 720574 | GST-KDM4C 2-372, H3K9me3 peptide, LANCE TR-FRET | 96,000 tested, 0.15% active | Q9H3R0;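 active means mean replicate inhibition above about 25%, with at least 55% of replicates also reaching it, limit read from the data, passing the limit was not always enough; inconclusive means only one of those two conditions met; inactive means neither condition met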
# Target sequence (Q9H3R0 2-372 limits assumed): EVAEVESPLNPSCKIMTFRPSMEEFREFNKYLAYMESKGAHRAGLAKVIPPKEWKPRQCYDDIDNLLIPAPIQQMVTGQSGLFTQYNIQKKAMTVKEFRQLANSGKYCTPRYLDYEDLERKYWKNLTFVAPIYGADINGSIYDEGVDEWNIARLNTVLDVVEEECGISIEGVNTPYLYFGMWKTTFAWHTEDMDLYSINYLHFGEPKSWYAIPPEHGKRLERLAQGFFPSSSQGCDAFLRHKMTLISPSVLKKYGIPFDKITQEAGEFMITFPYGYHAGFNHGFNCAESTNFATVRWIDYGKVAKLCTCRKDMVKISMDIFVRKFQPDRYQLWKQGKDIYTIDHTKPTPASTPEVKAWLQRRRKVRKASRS
#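 Compound: one test concentration per compound; Material: GST-GASC-1 enzyme fragment 2-372; Amount: GASC-1 enzyme at 10 nM final in reaction; Also added: H3K9me3 peptide substrate, Fe(II), 2-oxoglutarate; Technique: LANCE TR-FRET; Times: 30 min demethylation and 1 h detection at room temperature.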
# Tcruzi prolif = blocks T. cruzi growth in NIH3T3 culture; inhibition, % at 8.34 µM; T. cruzi beta-gal in NIH3T3, GalScreen luminescence, 90 h; AID 624255; 77,000 tested, 5.9% active;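 active means mean inhibition above about 93%, with at least 55% of replicates each passing it, limit read from the data, passing the limit was not always enough; inconclusive means only one of those two conditions holds; inactive means neither condition holds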
# * marks the source's active call; other numbers are inactive results; ? = inconclusive; . = not tested or not shown; & = joins results of further samples. The order is random; any-hit rate near 7.3%.
SMILES	Pf Dd2 inh	C diff HTS	KDM4C inh	Tcruzi prolif
C[C@@H]1CN([C@H](C)CO)S(=O)(=O)c2ccc(-c3ccc(C#N)cc3)cc2O[C@@H]1CN(C)C(=O)C1CC1	-11	4	-0.6	70
O=C(C[C@@H]1C[C@@H]2c3cc(NC(=O)c4cccnc4)ccc3O[C@@H]2[C@@H](CO)O1)NC1CCCC1	-15	0	4.8	.
CO[C@@H]1CN(C)C(=O)c2cc(NC(=O)c3ccccc3F)ccc2OC[C@H](C)N(C(=O)c2ccccc2F)C[C@@H]1C	-83*	.	0.6	102*
C[C@H](O)C#Cc1ccc2c(c1)O[C@H](CN(C)Cc1cccnc1)[C@@H](C)CN([C@@H](C)CO)S2(=O)=O	-29	-4	.	69
CCC(=O)NC[C@@H]1[C@@H](c2ccc(C3=CCCC3)cc2)[C@@H](CO)N1C(C)=O	9	0	-0.4	27
C[C@@H]1CCCCO[C@H](CN(C)Cc2ccc(C(=O)Nc3ccccc3N)cc2)[C@@H](C)CN([C@H](C)CO)C(=O)c2cc(NS(=O)(=O)c3ccc(F)cc3)ccc2O1	?	-8	1.9	85
Cc1ccc(S(=O)(=O)Nc2ccc3c(c2)C(=O)N([C@H](C)CO)C[C@@H](C)[C@H](CN(C)Cc2ccncc2)OCCCC[C@H](C)O3)cc1	-13	-4	-0.3	.
C[C@H]1CN([C@@H](C)CO)C(=O)c2cccc(NS(=O)(=O)c3cn(C)cn3)c2O[C@H]1CN(C)Cc1ccc(C(=O)O)cc1	-11	-1	-0.4	26
N#C[C@H]1[C@H](c2ccc(C3=CCCCC3)cc2)[C@@H](CO)N1C(=O)c1ccccn1	-12	3	-2.4	52
C[C@@H]1CCCCO[C@@H](CN(C)S(=O)(=O)c2cn(C)cn2)[C@@H](C)CN([C@@H](C)CO)C(=O)c2cc(NC(=O)Nc3ccc4c(c3)OCO4)ccc2O1	16	8	0.3	25
CCS(=O)(=O)NCC[C@@H]1CC[C@@H](NC(=O)Cc2ccccn2)[C@@H](CO)O1	12	.	3.7	-14
CC(C)C#Cc1ccc2c(c1)O[C@H](CN(C)C(=O)CN(C)C)[C@@H](C)CN([C@@H](C)CO)S2(=O)=O	-9	-5	9.3	21
CO[C@@H]1CN(C)C(=O)c2ccc(NC(=O)Nc3cccc(Cl)c3)cc2OC[C@H](C)N(C(=O)Nc2c(C)noc2C)C[C@H]1C	-32	25	-1.5	.
CN1c2ccc(-c3ccccc3)cc2[C@H]2[C@H](CCN2C(=O)c2ccc(F)cc2)[C@H]1CO	-7	-7	-1.0	89
COc1ccc(NC(=O)Nc2ccc3c(c2)C(=O)N([C@@H](C)CO)C[C@@H](C)[C@@H](CN(C)C(=O)NC2CCCCC2)O3)cc1	-13	0	0.9	38
C[C@@H]1CN([C@@H](C)CO)C(=O)Cc2cc(NC(=O)C3CCCCC3)ccc2O[C@H]1CN(C)S(=O)(=O)c1ccccc1	-64	0	-1.1	5

# The last two records of the section above are carried over, then new ones follow.
SMILES	Pf Dd2 inh	C diff HTS	KDM4C inh	Tcruzi prolif
COc1ccc(NC(=O)Nc2ccc3c(c2)C(=O)N([C@@H](C)CO)C[C@@H](C)[C@@H](CN(C)C(=O)NC2CCCCC2)O3)cc1	-13	0	0.9	38
C[C@@H]1CN([C@@H](C)CO)C(=O)Cc2cc(NC(=O)C3CCCCC3)ccc2O[C@H]1CN(C)S(=O)(=O)c1ccccc1	-64	0	-1.1	5
COc1ccc(NC(=O)N(C)C[C@@H]2Oc3ccc(NC(=O)Cn4cnnn4)cc3CC(=O)N([C@H](C)CO)C[C@H]2C)cc1	27	-4	11	12
Cc1noc(C)c1S(=O)(=O)Nc1cccc2c1O[C@@H](CN(C)Cc1ccc3c(c1)OCO3)[C@@H](C)CN([C@H](C)CO)C2=O	-1	.	-0.5	-15
CC(C)NC(=O)N(C)C[C@H]1OCCCC[C@@H](C)Oc2ccc(NC(=O)Nc3ccc(C(F)(F)F)cc3)cc2C(=O)N([C@H](C)CO)C[C@@H]1C	1	0	-2.5	77
COc1ccc(S(=O)(=O)N(C)C[C@H]2Oc3c(NC(=O)c4ccc(-c5nccs5)cc4)cccc3C(=O)N([C@@H](C)CO)C[C@@H]2C)cc1	4	-6	0.1	-19
COc1ccc2c3c(n(C)c2c1)[C@H](CO)N(C(=O)C1CC1)CC31CCN(C(=O)c2ccncc2)CC1	-26	-2	1.7	.
CC(C)C(=O)Nc1ccc2c(c1)C(=O)N(C)[C@H]1CC[C@@H](CC(=O)NC3CCCC3)O[C@H]1CO2	5	1	4.4	-11
C[C@@H]1CCCCO[C@H](CN(C)S(=O)(=O)c2cn(C)cn2)[C@@H](C)CN([C@H](C)CO)C(=O)c2cc(NC(=O)NC3CCCCC3)ccc2O1	23	-10	-1.3	38
CN1C(=O)c2cc(NC(=O)c3cccs3)ccc2OC[C@H]2O[C@@H](CC(=O)N3CCCCC3)CC[C@@H]21	-22	-8	-1.1	32
C[C@@H]1CN([C@@H](C)CO)C(=O)Cc2cc(NS(=O)(=O)c3cccs3)ccc2O[C@@H]1CN(C)Cc1ccccc1	-32	-12	4.2	69
O=C(C[C@@H]1CC[C@H]2[C@@H](COC[C@@H](O)CN2S(=O)(=O)c2ccccc2F)O1)NCc1ccccc1Cl	1	.	0.2	26
C[C@@H]1CN([C@@H](C)CO)C(=O)Cc2cc(NC(=O)Cc3ccccc3)ccc2O[C@@H]1CN(C)S(=O)(=O)c1cn(C)cn1	15	5	-2.2	23
CC(=O)N(C)C[C@H]1Oc2ncc(C#C[C@H](C)O)cc2C(=O)N([C@H](C)CO)C[C@H]1C	65	0	1.8	-1
COc1cccc(-c2ccc(C3[C@@H]4CN(S(=O)(=O)c5ccccc5)C[C@H]3N4)cc2)c1 (some centres not stated)	-30	60	1.6	.
O=C(C[C@H]1CC[C@H](NC(=O)Cc2cccnc2)[C@H](CO)O1)NCc1ccc2c(c1)OCO2	-7	.	0.9	-29
Cc1ccc(-c2ccc([C@H]3[C@H]4CN(C(=O)Nc5cccc(F)c5)CC(=O)N4[C@H]3CO)cc2)cc1	-30	10	-2.1	.
C[C@@H]1CN([C@H](C)CO)C(=O)Cc2cc(NC(=O)CCCCCC(=O)Nc3ccccc3N)ccc2O[C@H]1CN(C)S(=O)(=O)c1ccccc1	-41	-6	1.3	0
C[C@@H]1CN([C@H](C)CO)C(=O)c2cccc(NC(=O)C3CC3)c2O[C@H]1CN(C)S(=O)(=O)c1ccc(Cl)cc1	7	1	-1.0	59
C[C@H](CO)N1C[C@H](C)[C@@H](CN(C)C)Oc2ccc(NC(=O)CCCN(C)C)cc2CC1=O	23	2	2.9	3
COc1ccc(S(=O)(=O)Nc2ccc3c(c2)C(=O)N([C@H](C)CO)C[C@H](C)[C@@H](CN(C)S(=O)(=O)c2ccc(F)cc2)O3)cc1	-46	-2	0.1	46
C[C@H]1CN([C@@H](C)CO)C(=O)c2cccc(NC(=O)Nc3ccccc3)c2O[C@H]1CN(C)CC1CCCCC1	-34	4	2.7	-30
C[C@@H]1CCCCO[C@H](CN(C)C(=O)Nc2ccc(F)cc2)[C@@H](C)CN([C@@H](C)CO)C(=O)c2cc(NS(C)(=O)=O)ccc2O1	-14	6	-0.1	37
CCCNC(=O)Nc1ccc2c(c1)C(=O)N(C)[C@H]1CC[C@@H](CC(=O)NCC3CCCCC3)O[C@H]1CO2	-26	3	1.1	4
CO[C@H]1CN(C)C(=O)c2cc(NC(=O)C3CCCCC3)ccc2OC[C@H](C)N(Cc2cccnc2)C[C@H]1C	.	.	-0.1	45
C[C@@H]1CN([C@H](C)CO)C(=O)CCCn2cc(nn2)CO[C@H]1CN(C)Cc1ccc2c(c1)OCCN2C	14	-7	1.1	-16

# As entered above.
# KDM4C inh, COc1ccc(S(=O)(=O)Nc2ccc3c(c2)C(=O)N([C@H](C)CO)C[C@H](C)[C@@H](CN(C)S(=O)(=O)c2ccc(F)cc2)O3)cc1 → 0.1
# C diff HTS, C[C@H]1CN([C@@H](C)CO)C(=O)c2cccc(NC(=O)Nc3ccccc3)c2O[C@H]1CN(C)CC1CCCCC1 → 4
# C diff HTS, C[C@@H]1CN([C@H](C)CO)C(=O)CCCn2cc(nn2)CO[C@H]1CN(C)Cc1ccc2c(c1)OCCN2C → -7

# Following part:
SMILES	Pf Dd2 inh	C diff HTS	KDM4C inh	Tcruzi prolif
Cn1cnc(S(=O)(=O)N2C[C@H](O)COC[C@H]3O[C@@H](CC(=O)NCc4cccc(F)c4)CC[C@@H]32)c1	.	3&-3	1.6	39
Cc1ccccc1-c1ccc([C@H]2[C@H]3CN(C(=O)CN4CCOCC4)CCCCN3[C@H]2CO)cc1	23	-4	-1.0	-1
O=C(NCC[C@H]1CC[C@@H](NC(=O)C2CCC2)[C@H](CO)O1)c1cnccn1	-6	-3	-1.4	184*
CS(=O)(=O)N1[C@@H](C#N)[C@H](c2ccc(C#CC3CCCCC3)cc2)[C@@H]1CO	-13	-9	0.5	105*
C[C@H](NC(=O)C[C@H]1CC[C@@H]2[C@H](COc3ccc(NS(=O)(=O)c4ccc(Cl)cc4)cc3C(=O)N2C)O1)c1ccccc1	22	62	-0.3	25
CCNC(=O)C[C@@H]1CC[C@@H]2[C@@H](COc3ccc(NC(=O)c4ccc5c(c4)OCO5)cc3C(=O)N2C)O1	-11	-5	-1.0	27
C[C@H]1CCCCO[C@H](CN(C)S(=O)(=O)c2ccc(Cl)cc2)[C@@H](C)CN([C@@H](C)CO)C(=O)c2cc(NC(=O)Cc3ccccc3)ccc2O1	-81*	8	0.7	112*
Cn1cnc(S(=O)(=O)N2CCCCN3[C@H](CO)[C@@H](c4ccc(-c5ccccc5F)cc4)[C@@H]3C2)c1	42	-13	-0.8	49

# Structures listed so far that contain a thiophene ring, fused or not, in the order listed:
SMILES	Pf Dd2 inh	C diff HTS	KDM4C inh	Tcruzi prolif
CN1C(=O)c2cc(NC(=O)c3cccs3)ccc2OC[C@H]2O[C@@H](CC(=O)N3CCCCC3)CC[C@@H]21	-22	-8	-1.1	32
C[C@@H]1CN([C@@H](C)CO)C(=O)Cc2cc(NS(=O)(=O)c3cccs3)ccc2O[C@@H]1CN(C)Cc1ccccc1	-32	-12	4.2	69

# Next section.
SMILES	Pf Dd2 inh	C diff HTS	KDM4C inh	Tcruzi prolif
CCCNC(=O)N1C[C@H](C)[C@@H](OC)CN(C)C(=O)c2ccc(NC(=O)CC)cc2OC[C@@H]1C	53	-3	2.0	.
C[C@H](CO)N1C[C@H](C)[C@H](CN(C)CC2CCCCC2)Oc2ccc(NC(=O)Cc3cn(C)c4ccccc34)cc2CC1=O	-49	0	-1.1	78
O=C(CN1CCOCC1)N1CCCCN2[C@H](CO)[C@@H](c3ccc(Br)cc3)[C@@H]2C1	18	-8	0.1	69
CO[C@H]1CN(C)C(=O)c2cc(NC(=O)Nc3ccc(Cl)cc3)ccc2OC[C@H](C)NC[C@@H]1C	22	-4	0.0	-32
Cc1ccc(S(=O)(=O)Nc2ccc3c(c2)C(=O)N([C@H](C)CO)C[C@@H](C)[C@@H](CN(C)Cc2ccccc2)OCCCC[C@@H](C)O3)cc1	-83*	1	0.3	101
C[C@H](CO)N1C[C@H](C)[C@H](CN(C)S(=O)(=O)c2ccc(F)cc2)Oc2ccc(NC(=O)Cc3cn(C)c4ccccc34)cc2CC1=O	-67	-10	-4.3	48
O=C(CN1CCOCC1)N1CC[C@@H]2[C@@H](CO)Nc3ccc(Br)cc3[C@@H]21	37	7	0.0	74
CC(C)NC(=O)Nc1ccc2c(c1)CC(=O)N([C@H](C)CO)C[C@H](C)[C@@H](CN(C)S(=O)(=O)c1ccc(F)cc1)O2	-24	3	-0.5	51
COc1ccc(NC(=O)N2CC(=O)N3[C@@H](CO)[C@@H](c4ccc(-c5ccc(C)cc5)cc4)[C@@H]3C2)cc1	-3	-11	-0.4	.
C[C@H](CO)N1C[C@H](C)[C@H](CN(C)C(=O)CN(C)C)Oc2cc(-c3ccccc3)ccc2S1(=O)=O	-62	1	11	28
C[C@@H]1CN([C@@H](C)CO)S(=O)(=O)c2ccc(C#CC3CC3)cc2O[C@@H]1CN(C)C(=O)c1ccccn1	-29	0	8.7	24
CC(C)C#Cc1ccc([C@H]2[C@H](CO)N3C(=O)CN(C(=O)C4CCCCC4)C[C@@H]23)cc1	-1	52	0.2	.
O=C(C[C@@H]1C=C[C@@H](NC(=O)Nc2cc(F)ccc2F)[C@@H](CO)O1)NCc1ccc2c(c1)OCO2	9	2	1.4	-18
CC(C)C#Cc1ccc2c(c1)O[C@H](CN(C)S(C)(=O)=O)[C@H](C)CN([C@H](C)CO)S2(=O)=O	-2	-2	-1.5	48
CO[C@@H]1CN(C)C(=O)c2ccc(NC(=O)C3CCCCC3)cc2OC[C@H](C)NC[C@H]1C	.	.	0.0	14
C[C@@H]1CCCCO[C@@H](CN(C)S(=O)(=O)c2cn(C)cn2)[C@H](C)CN([C@H](C)CO)C(=O)c2cc(N(C)C)ccc2O1	-23	-3	12	30
Cc1ccc(S(=O)(=O)N(C)C[C@H]2Oc3ncc(-c4ccccc4)cc3C(=O)N([C@@H](C)CO)C[C@@H]2C)cc1	-75&-56	4&3	-1.2	60&91
CCCC(=O)N1CC2(CCN(C(=O)C3CCC3)CC2)c2c(n(C)c3cc(OC)ccc23)[C@H]1CO	-65	14	0.6	.
